# AI-2 QS modul = modulators of Vibrio harveyi AI-2 quorum sensing system; Vibrio harveyi JMH597 AI-2 luminescence/OD600 ratio, 9 h; hits give low values; strain lacks LuxN and CqsS sensors; 0 = neutral-control median; activity change, % at 7.5 µM; 300,000 tested, 0.4% active; in the data active = activity change below about -75%, passing the limit was not always enough;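 also: luminescence divided by OD600 gain over 9 h not by final OD600 alone; inactives centre near 13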
# TRPC4 potent = allosteric potentiators of mouse TRPC4 channel. Q9QUQ5. HEK293 TRPC4beta/mu-opioid, DAMGO EC20, Fluo-4 Ca2+ flux; hits give high values. B-score at 10 µM. 310,000 tested, 0.42% active. AID 2227;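 active = B-score of calcium response area above 5 SD of library B-scores, with initial fluorescence ratio within 5 SD of library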;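 also: B-score of integrated fluorescence ratio over time as area under calcium response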
# TRPC6 inh = blocks the mouse TRPC6 cation channel. HEK293-TRPC6, membrane potential dye, ACh-evoked depolarization; hits give low values. 310,000 tested, 1.1% active. B-score at 10 µM;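 active = B-score under library mean minus 3 SD, initial fluorescence not abnormally high, positive integrated signal ratio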;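 also: B-score derived from integrated fluorescence ratio over the kinetic read; more negative B-score means stronger inhibition of depolarization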
# Target sequence (Q61143 whole entry, looked up): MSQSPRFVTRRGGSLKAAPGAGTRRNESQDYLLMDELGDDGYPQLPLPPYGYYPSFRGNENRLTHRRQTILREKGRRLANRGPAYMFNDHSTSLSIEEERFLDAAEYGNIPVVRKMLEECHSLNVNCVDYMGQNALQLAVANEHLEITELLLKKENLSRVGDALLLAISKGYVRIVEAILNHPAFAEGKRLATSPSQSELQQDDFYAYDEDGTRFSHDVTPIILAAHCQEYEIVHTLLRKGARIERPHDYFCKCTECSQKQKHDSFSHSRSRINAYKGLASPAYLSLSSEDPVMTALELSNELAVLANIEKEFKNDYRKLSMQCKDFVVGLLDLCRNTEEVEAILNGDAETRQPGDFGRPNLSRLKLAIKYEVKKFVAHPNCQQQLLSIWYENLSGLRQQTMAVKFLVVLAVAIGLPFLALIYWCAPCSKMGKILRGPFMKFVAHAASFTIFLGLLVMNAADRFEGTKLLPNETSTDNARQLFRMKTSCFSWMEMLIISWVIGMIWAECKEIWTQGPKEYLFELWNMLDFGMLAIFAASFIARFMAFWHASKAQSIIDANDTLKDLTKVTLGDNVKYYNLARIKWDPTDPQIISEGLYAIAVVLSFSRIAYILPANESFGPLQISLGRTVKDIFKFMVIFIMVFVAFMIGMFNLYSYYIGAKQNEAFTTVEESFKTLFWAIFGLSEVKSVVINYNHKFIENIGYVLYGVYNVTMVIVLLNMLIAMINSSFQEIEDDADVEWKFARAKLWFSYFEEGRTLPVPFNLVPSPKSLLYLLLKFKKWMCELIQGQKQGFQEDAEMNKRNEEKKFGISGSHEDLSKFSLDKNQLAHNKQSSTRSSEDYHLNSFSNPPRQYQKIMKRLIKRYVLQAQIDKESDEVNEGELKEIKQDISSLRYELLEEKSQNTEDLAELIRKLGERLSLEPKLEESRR
# TRPC4 block = TRPC4 (mouse) channel inhibition | B-score at 10 µM | 300,000 tested, 0.39% active | HEK293 TRPC4beta/mu-opioid, DAMGO-evoked Fluo4 calcium flux; hits give low values | AID 2247;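 active = B-score over 3 SD under the library average, no early fluorescence shift, positive overall ratio signal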
#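 Assay system: HEK293 cells with stable TRPC4beta plus mu-opioid receptor expression. Dosing: single dose. Measured by: Fluo4 Ca2+ flux fluorescence. Also added: DAMGO in two steps, submaximal then maximal. Read-out: B score from integrated Fluo4 fluorescence ratio.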
# TRPC6 act = activators of mouse TRPC6 channel. Q61143. HEK293-TRPC6 membrane potential dye fluorescence; hits give high values. B-score at 10 µM. 310,000 tested, 0.13% active. AID 2550;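 active = B-score of the integrated fluorescence ratio above library mean plus 3 SD, and starting fluorescence ratio within library mean plus 5 SD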;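 also: higher score means more depolarization so channel activation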
# MrgX1 antag = antagonists of human MrgX1 receptor. Q96LB2. MRGX1-HEK293 calcium flux, Fluo-4, BAM8-22 antagonism; hits give low values. B-score at 10 µM. 310,000 tested, 1.3% active. AID 588676;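 active = calcium-response B-score plate-corrected more than 3 library SD below zero, starting fluorescence within 5 deviations, no agonist response on first addition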;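 also: peak minus trough fluorescence over baseline after final BAM8-22 challenge near maximal dose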
# PolyA inhibitor = blocks polyadenylation in yeast reporter cells; S. cerevisiae SKY197-pL101 polyadenylation reporter, beta-gal luminescence; efflux-impaired pdr1/pdr3 knockout yeast; score 100 = 6 SD above DMSO; calls only at 12 µM; 300,000 tested, 0.02% active;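 active = lowest replicate activity score at least 50, where 100 means six control SD above control mean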;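 also: yeast exposed to compound for 9 h at 30 °C; higher score means more reporter readthrough which indicates perturbed polyadenylation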
# TRPC4 agonist = opens the mouse TRPC4 cation channel; HEK293 TRPC4beta/mu-opioid, Fluo4 calcium fluorescence; hits give high values; B-score at 10 µM; 310,000 tested, 0.49% active; AID 2237;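 active = B-score above 5 SD of library B-scores, and initial fluorescence ratio not above library mean plus 5 SD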;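 also: positive B-score marks a calcium rise read as TRPC4 activation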
#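 Incubation: 45 min room-temperature Fluo4 loading, 110 s read / System: HEK293 cells stably co-expressing mouse TRPC4beta and mu-opioid receptor / Signal: Fluo4 fluorescence, kinetic / Control set: buffer (low) and maximal DAMGO (high) / Measure: integrated baseline-normalised fluorescence ratio, converted to per-well B score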
# HIF activator = HIF pathway transcriptional activation; AID 1910; activation, % at 7.5 µM (by protocol); U2OS HRE-luciferase reporter, luminescence; normalized: DMSO 0%, desferrioxamine 100%; 300,000 tested, 0.32% active;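 active = mean activation of at least 10% of the iron chelator positive control signal, with at least half of replicates also reaching 10%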
# MrgX1 ag = agonists of human MrgX1 receptor; B-score at 10 µM; 310,000 tested, 0.44% active; Q96LB2; MrgX1-HEK293 cells, Fluo-4 calcium fluorescence, agonist mode; hits give high values; AID 588627;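 active = calcium response B-score plate-corrected fluorescence ratio at least 3 library SD, with starting fluorescence B-score inside 5 SD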
#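 Test system: Stable human MrgX1 HEK293 cell line | Schedule: Overnight plating before 1 h dye loading | Read-out basis: Baseline-normalised fluorescence change ratio, B-scored | Detection: Kinetic calcium dye fluorescence, Fluo-4 NW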
# MrgX1 PAM = allosterically activates human MrgX1 receptor signaling; Q96LB2; MrgX1-HEK293, Fluo-4 calcium flux, FDSS; hits give high values; B-score at 10 µM; 310,000 tested, 0.63% active; AID 588675;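 active = plate-corrected calcium response at least 3 library SD above typical, normal starting fluorescence, not activating the receptor alone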;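 also: compound read alongside a low EC10 to EC30 dose of BAM8-22 agonist; peak minus trough fluorescence over baseline measured at the second addition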
# * = called active by the depositor; i = inactive; x = not tested or not shown. Some of the compounds tested; rates above refer to the full screens.
SMILES,AI-2 QS modul,TRPC4 potent,TRPC6 inh,TRPC4 block,TRPC6 act,MrgX1 antag,PolyA inhibitor,TRPC4 agonist,HIF activator,MrgX1 ag,MrgX1 PAM
COc1ccccc1/C=N/NC(=O)c1nnn(-c2nonc2N)c1-c1ccccc1,1.9,i,i,i,i,i,i,i,-0.2,i,i
COc1ccccc1C(=O)NC(CCSC)C(=O)NCC(c1cccs1)N1CCOCC1 (stereo unspecified),4.7,i,i,i,i,i,i,i,1.0,i,i
C=CCn1c(=O)c(C(=O)NCc2ccc3c(c2)OCO3)c(O)c2cc(OC)c(OC)cc21,12.3,i,i,i,i,i,i,i,-1.0,i,i
CCOC(=O)C1=C(C)Nc2ncnn2C1c1cccnc1 (stereo unspecified),11.4,i,i,i,i,i,x,i,-0.2,i,i
CN(C)c1cc(-c2ccc(Br)cc2)oc(=O)c1Cl,18.2,i,i,i,i,i,i,i,-0.4,i,i
CCOC(=O)c1sc2nc(C)cc(-c3ccccc3)c2c1N,8.2,i,i,i,i,i,i,i,0.0,i,i
Cc1ccc(-n2c(SCC(=O)N3CCOCC3)nnc2-c2cccnc2)cc1,15.3,i,i,i,i,i,i,i,1.4,i,i
CN(CC(=O)Nc1cccc(F)c1)C(=O)c1ccncc1,-0.5,i,i,i,i,i,i,i,0.0,i,i
Cn1c(=O)c(C(=O)COC(=O)c2cc(-c3ccccc3)nc3ccccc23)c(N)n(Cc2ccccc2)c1=O,17.4,i,i,i,i,i,i,i,-1.0,i,i
CCOC(=O)C(C)n1cnc2c(nnn2-c2ccccc2)c1=O (stereo unspecified),12.6,i,i,i,i,i,i,i,0.4,i,i
Cc1ccc(NCc2nnc(SCCN3CCCCC3)n2CC2CCCO2)c(C)c1 (stereo unspecified),13.6,i,-5.71*,i,i,i,i,i,0.5,i,i
COc1ccccc1-n1c(SCC(=O)N2CCOCC2)nc2ccccc2c1=O,10.6,i,i,i,i,i,i,i,-0.2,i,i

# Compounds shown so far that have a halogen, in the order listed:
SMILES,AI-2 QS modul,TRPC4 potent,TRPC6 inh,TRPC4 block,TRPC6 act,MrgX1 antag,PolyA inhibitor,TRPC4 agonist,HIF activator,MrgX1 ag,MrgX1 PAM
CN(C)c1cc(-c2ccc(Br)cc2)oc(=O)c1Cl,18.2,i,i,i,i,i,i,i,-0.4,i,i
CN(CC(=O)Nc1cccc(F)c1)C(=O)c1ccncc1,-0.5,i,i,i,i,i,i,i,0.0,i,i

# Carrying on.
SMILES,AI-2 QS modul,TRPC4 potent,TRPC6 inh,TRPC4 block,TRPC6 act,MrgX1 antag,PolyA inhibitor,TRPC4 agonist,HIF activator,MrgX1 ag,MrgX1 PAM
COc1ccc(S(=O)(=O)N2CCOC2CNC(=O)C(=O)NCc2ccccn2)cc1C (stereo unspecified),21.4,i,i,i,i,i,i,i,-0.1,i,i
COc1ccc(N=N/C(C(C)=O)=C(/C)O)cc1,-0.6,i,i,i,i,i,i,i,-0.1,i,i
CN(C(=O)c1ccc2ccccc2c1)c1ccccn1,3.7,i,i,i,i,i,i,i,0.9,i,i
Cc1ccccc1N(C(=O)c1snc(C(N)=O)c1N)C(C)C(=O)NC1CCCCC1 (stereo unspecified),19.4,i,i,-6*,i,i,i,i,0.0,i,i
Cc1ccccc1OCC(=O)Nc1ccccc1C(=O)NC1CC1,-0.9,i,i,i,i,i,i,i,0.7,i,i
NC(=O)c1ccc(NC(=O)CSc2nnc(-c3ccccn3)n2N)cc1,43.0,i,i,i,i,i,i,i,-0.8,i,i
COc1cccc(-n2nc(C(=O)NCC3CCCO3)c3ccccc3c2=O)c1 (stereo unspecified),9.3,i,i,i,i,i,i,i,-0.2,i,i
[O-]C1=N/[N+](=C/c2ccc(Cl)c(Cl)c2)CC1,14.8,i,i,i,i,i,i,i,0.0,i,i
CC(C)NS(=O)(=O)c1ccc2c(c1)oc(=O)n2C,16.7,i,i,i,i,i,i,i,-0.4,i,i
COc1ccccc1C(=O)NCCSCc1c(F)cccc1Cl,3.6,i,i,i,i,i,i,i,-1.1,i,i
O=C(O)/C=C\C(=O)Nc1ccccc1C(=O)NC1CCCCC1,5.6,i,i,i,i,i,i,i,0.2,i,i
O=C(c1ccccc1)C1CCN(C(=O)c2ccc(Cl)cc2)CC1,0.2,i,i,i,i,i,i,i,1.1,i,i
O=C(NC1CCCC1)C1CCN(c2nccs2)CC1,1.4,x,x,x,x,i,i,x,0.8,i,i
Cc1ccc(C(=O)Nc2nc(-c3ccccn3)cs2)o1,23.9,i,i,i,i,i,i,i,8.5,i,i
COc1cc2[nH]c(=S)nc(NCc3ccc(Cl)cc3)c2cc1OC,13.5,i,i,i,i,i,i,i,-0.3,i,i
COc1ccc(CCN(C)c2ncnc3sccc23)cc1OC,7.1,i,i,i,i,i,i,i,-0.6,i,i
COc1ccccc1C(=O)Nc1cccc(C(=O)N2CCOCC2)c1,2.9,i,i,i,i,i,i,i,-0.1,i,i
O=C(c1ccc(F)cc1)[C@@H]1[C@@H](C(=O)c2ccccc2)[C@@]2(C(=O)Nc3ccccc32)[C@H]2c3ccccc3C=CN12,30.3,i,i,i,i,i,i,i,0.2,i,i
COc1ccc(OC)c(-c2nc(C(N)=O)c3[nH]c(=O)n(-c4ccc(F)cc4)c3n2)c1,-10.0,i,i,i,i,i,i,i,-0.4,i,i
CCCCN1C(=O)N(C)C2C1N(C)C(=O)N2CCCC (stereo unspecified),-5.7,i,i,i,i,i,i,i,-0.1,i,i
CCOCc1nnc(NC(=O)c2cc(OC)c(OC)c(OC)c2)s1,16.9,i,i,i,i,i,i,i,-0.7,i,i
CCOC(=O)c1ccc(S(=O)(=O)N2CCC(C(=O)O)CC2)cc1,9.7,i,i,i,i,i,i,i,-0.6,i,i
COC(=O)c1ccc(C(=O)OC)c(NC(=O)N2c3ccccc3Sc3ccccc32)c1,9.1,i,i,i,i,i,i,i,1.1,i,i
COc1ccc(-c2noc(CN(Cc3nccn3C)C(C)C)n2)cc1,-3.9,i,i,i,i,i,i,i,0.6,i,i
O=C(NCc1ccccc1Cl)C(=O)c1cn(CC(=O)N2CCOCC2)c2ccccc12,8.3,i,i,i,i,i,i,i,0.0,i,i
Cc1ccc(NS(=O)(=O)c2cc([N+](=O)[O-])ccc2NNC(=S)Nc2cccc(Cl)c2)c(C)c1,36.7,i,i,i,i,i,i,i,-1.6,i,i
CNC(=S)N(Cc1ccc2c(c1)OCO2)C1CC(=O)N(c2ccc(F)cc2)C1=O (stereo unspecified),24.3,i,i,i,i,i,i,i,-0.6,i,i
Cc1[nH]c2ccccc2c1CN1CCC(Cc2ccccc2)CC1,4.4,i,i,i,i,i,i,67*,-0.8,i,i
C=CCn1c(SCC(=O)N2CCOCC2)nc2sc(C)c(C)c2c1=O,2.0,i,i,i,i,i,i,i,-0.4,i,i
Cc1nnc(SCC(=O)NC(=O)NCc2ccco2)n1Cc1ccccc1,-6.2,i,i,i,i,i,i,i,0.0,i,i
CCOC(=O)c1c(NC(=O)C(Sc2ccccc2)c2ccccc2)sc(C(N)=O)c1C (stereo unspecified),9.9,i,i,i,i,i,i,i,-1.3,i,i
O=C(Nc1c2c(nn1-c1ccc(Cl)cc1)CS(=O)(=O)C2)c1ccccc1,24.4,i,i,i,i,i,i,i,-0.6,i,i
COc1cc2c(cc1OC)C(=O)N(C)CC2,6.3,i,i,i,i,i,i,i,0.0,i,i
Cc1nc(N)nc(Nc2ccc(Cl)cc2)c1Br,17.7,i,i,i,i,i,i,i,-0.1,i,i
O=C(CCNc1cccc(F)c1)c1cc2ccccc2o1,18.2,i,i,i,i,i,i,i,2.9,i,i
CCC(=O)N1CCC2(CC1)Oc1ccc(F)cc1C(=O)C21CC(c2cccnc2)=NO1 (stereo unspecified),-8.0,i,i,i,i,i,i,i,-0.2,i,i
CCC(C)NC(=O)c1cnn2c1NC(c1ccc3c(c1)OCO3)CC2C(F)(F)F (stereo unspecified),21.0,i,i,i,i,i,x,i,0.0,i,i
CC(=O)Nc1ccc(CN2CCN(CC=C(C)C)C(CCO)C2)cc1 (stereo unspecified),0.8,i,i,i,i,i,i,i,-0.2,i,i
CC(=O)Nc1ccc(C(=O)NCC(=O)OCc2ccccc2F)cc1,0.5,i,i,i,i,i,i,i,-0.2,i,i
Cc1ccc(OCC(=O)NCCCNC(=O)c2ccco2)cc1,x,i,i,i,i,i,i,i,-2.9,i,i
COc1ccc(NC(=O)CSc2nnc(-c3ccccc3)n2Cc2ccco2)c(OC)c1,11.2,i,i,i,i,i,i,i,-0.3,i,i
CC(OC(=O)c1ccc2c(c1)S(=O)(=O)c1ccccc1C2=O)C(N)=O (stereo unspecified),34.6,i,i,i,i,i,i,i,-1.7,i,i
Cc1ccccc1NC(=O)Cc1nc(COC(=O)CSc2ccccc2)cs1,36.2,i,i,i,i,i,i,i,0.2,i,i
CCCNC(=O)/C(C#N)=C1\N=C(NC(=O)c2ccco2)c2ccccc21,21.9,i,i,i,i,i,i,i,0.2,i,i
CC(C)C(=O)Nc1cccc(C(=O)NCc2ccc(S(N)(=O)=O)cc2)c1,29.9,i,i,i,i,i,i,i,-0.1,i,i
COc1ccc(CN(C(=O)c2cccs2)C(C(=O)NC2CCCCC2)c2ccc3ncccc3c2)cc1 (stereo unspecified),26.1,i,i,i,i,i,i,i,x,i,i
Cc1ccc(/C=C2\SC(=S)N(C(Cc3ccccc3)C(=O)O)C2=O)cc1 (stereo unspecified),27.6,i,i,-8*,i,i,i,i,-3.8,i,i
Cn1c(C(=O)NCc2cccnc2)cc2sc(Cl)cc21,11.0,i,i,i,i,i,i,i,0.7,i,i
CC(=O)c1ccc(N2CCN(CC(O)COC(c3ccccc3)c3ccccc3)CC2)cc1 (stereo unspecified),20.4,11*,i,i,i,i,i,i,-0.6,i,i
OCC1(CCOc2ccccc2)CCN(Cc2ccc3cccc(F)c3n2)CC1,-1.5,i,i,i,i,i,i,i,0.3,i,i
CCCCN(C(=O)c1cc(=O)[nH]c2ccccc12)c1c(N)n(CCCC)c(=O)[nH]c1=O,21.0,i,i,i,i,i,i,i,-0.4,i,i
